# AMA1-RON2 inh: AMA1-RON2 (P. falciparum) interaction inhibition; AlphaScreen AMA1-biotinylated RON2 peptide binding; AID 720542; Potency, µM (series often up to 58.2 µM), for inactives: at the top dose activity change, negative = inhibition, usual class: inhibitors; 0.2% of 360,000 active;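 also: potency is read from the fitted curve at half-maximal effect; 0% = vehicle wells and -100% = peptide control; nearly all actives have a fitted effect of over 45% in size; some results filed as inactive show a strong effect at the top dose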
#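 AMA1 (3D7) with his tag at 25 nM final met compounds first, then biotinylated RON2 peptide at 25 nM; detection used donor plus acceptor beads, 10 µg/mL apiece, read by AlphaScreen after 30 min at room temperature.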
# Sm TGR block: blocks Schistosoma mansoni thioredoxin glutathione reductase. Q962Y6. 3% of 360,000 active. purified TGR, DTNB reduction, TNB absorbance 405 nm. Potency, µM (series often up to 114 µM), for inactives: at the top dose activity change, negative = inhibition, usual class: inhibitors; also: potency is read from the fitted curve at half-maximal effect; nearly all actives have a fitted effect of over 60% in size
#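 First, TGR (20 nM dispensed) and NADPH were mixed with compound. Second, a 15 min room-temperature incubation followed. Third, further NADPH and then DTNB were added to start the reaction. Finally, TNB absorbance was monitored kinetically.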
# AmpC inh no detg: blocks E. coli AmpC beta-lactamase in detergent-free assay; 0.52% of 330,000 active; AmpC nitrocefin hydrolysis, absorbance 480 nm, 0.0001% Triton; AID 485341; Potency, µM (doses to about 57.1 µM), inactives show at the highest dose activity change, negative = inhibition, most hits filed as inhibitors;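 also: potency is read from the fitted curve at half-maximal effect; plate controls were no compound for no effect and no enzyme for full effect; nearly all actives have a fitted effect of over 20% in size; some results filed as inactive show a strong effect at the top dose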
# Target sequence (P00811 whole entry, looked up): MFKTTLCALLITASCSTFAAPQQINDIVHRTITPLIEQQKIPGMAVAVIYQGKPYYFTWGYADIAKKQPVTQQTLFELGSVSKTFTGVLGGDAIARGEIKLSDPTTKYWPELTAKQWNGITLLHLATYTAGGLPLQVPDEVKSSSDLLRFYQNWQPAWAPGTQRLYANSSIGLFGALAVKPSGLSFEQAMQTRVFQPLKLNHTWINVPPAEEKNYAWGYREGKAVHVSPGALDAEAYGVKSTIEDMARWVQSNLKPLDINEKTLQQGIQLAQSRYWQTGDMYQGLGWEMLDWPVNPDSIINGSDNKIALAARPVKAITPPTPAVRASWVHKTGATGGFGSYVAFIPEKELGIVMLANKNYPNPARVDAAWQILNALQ
#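 AmpC (5.3 nM in the dispensed reagent) in 20 mM phosphate pH 7.0 with 0.01% (detergent screen) or 0.0001% Triton X-100 was preincubated with compounds for 15 min at room temperature. Nitrocefin was then added from an 800 uM solution, and hydrolysis was followed at 480 nm.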
# Giardia FBPA inh: inhibitors of Giardia lamblia fructose-1,6-bisphosphate aldolase. A8B2U2. purified Giardia FBPA. Potency, µM (titrated, usually from 59.6 µM), for inactives: at the highest dose activity, negative = inhibition, hits mostly inhibitors. 0.71% of 290,000 active. AID 2451; also: potency is read from the fitted curve at half-maximal effect; nearly all actives have a fitted effect of over 55% in size
# Target sequence (A8B2U2 whole entry, looked up): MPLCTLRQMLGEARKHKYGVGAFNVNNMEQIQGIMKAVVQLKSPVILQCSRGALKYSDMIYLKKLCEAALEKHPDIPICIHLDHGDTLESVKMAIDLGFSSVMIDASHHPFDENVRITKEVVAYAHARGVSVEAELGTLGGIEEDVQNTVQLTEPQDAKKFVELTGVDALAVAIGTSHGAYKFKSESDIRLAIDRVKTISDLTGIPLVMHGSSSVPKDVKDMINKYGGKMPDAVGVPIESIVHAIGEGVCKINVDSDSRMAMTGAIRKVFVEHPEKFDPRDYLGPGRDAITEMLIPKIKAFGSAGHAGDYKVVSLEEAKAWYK
#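 40 nM FBPA preincubated 10 min at RT with compound (up to 57.5 uM final), then substrate plus GAPDH/TPI/NAD/arsenate coupling and diaphorase/resazurin added. Fluorescence read after 20 min at RT, 525/598 nm.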
# HCMV inh: human cytomegalovirus inhibition; activity change, negative = inhibition, % at 57.5 µM; AID 1259415; 4.5% of 410,000 active; HFF cells, HCMV-luciferase reporter, 72 h; hits give low values; in the data active = activity change below about -60%; inconclusive = no clear call, values can overlap the other calls; inactive = above about -39%
#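 Screen run at 2 compound doses on HFFs infected with reporter HCMV, MOI 1 PFU/cell. Luciferase activity from cell lysates at 72 h post infection gave inhibition relative to buffer-only and Salinomycin wells.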
# AmpC inh detg: inhibitors of E. coli AmpC beta-lactamase with detergent | 0.041% of 370,000 active | AmpC hydrolysis of nitrocefin, absorbance 480 nm, 0.01% Triton | P00811 | Potency, µM (highest dose often 114 µM), for inactives: top-dose activity change, negative = inhibition, hits mostly inhibitors | AID 485294;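 also: potency is read from the fitted curve at half-maximal effect; 0% = no-compound wells and -100% = no-enzyme wells; nearly all actives have a fitted effect of over 25% in size; some results filed as inactive show a strong effect at the top dose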
#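 20 mM phosphate pH 7.0 + 0.01% (detergent screen) or 0.0001% Triton X-100; 5.3 nM AmpC reagent; cpd preinc 15 min RT; nitrocefin (800 uM stock) to start; A480 q20 s × 4 min; Activity was normalised to no-enzyme and no-compound control wells.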
# * hit, by the source's call; ? = inconclusive; . = not tested or not shown; [ ] = another dose, or the depositor's remark. Unless noted, calls follow the shape of the dose curve; as a rule, active = well fitted curve in the direction sought with a large enough effect; inconclusive = small, poorly fitted or top-dose-only effect, or another doubt; inactive = no such curve, though single readings can be large; an effect the other way counts as inactive or inconclusive. Unless noted, % is scaled to controls: 0 for no effect and ±100 for the full control effect.
SMILES,AMA1-RON2 inh,Sm TGR block,AmpC inh no detg,Giardia FBPA inh,HCMV inh,AmpC inh detg
O=[N+]([O-])c1cccc(-c2ccc(/C=N/NC(=S)NCc3ccco3)o2)c1,76%[activator],-27%,8.9µM*,3%,-20,-4%
O=C(Nc1ccc2c3c(cccc13)CC2)c1cccc([N+](=O)[O-])c1,-19%,-5%,-53%,-9%,-61*,-1%
O=C(Nc1ccc(Cl)c(S(=O)(=O)N2CCOCC2)c1)c1cc(-c2ccccn2)nc2ccccc12,-4%,-9%,117%[activator],-6%,-23,-4%
COc1ccc(Cc2noc(CN(C)Cc3cccc(-n4cccn4)c3)n2)cc1OC,0%,7%,126%[activator],1%,-9,4%
COc1ccc(C(=O)Nc2sc3c(c2C(=O)O)CC(C)(C)OC3)cc1,-6%[11.6 µM],-6%,8%[2.29 µM],-18%,0,-7%
COc1ccc(OC)c(NC(=O)CSc2nnnn2-c2ccccc2F)c1,11%,-36%,-8%,-16%,-2,-15%
COc1cccc(/C=C/C(=O)OCC(=O)N2CCN(c3ccccc3)CC2)c1,-10%,-34%,9%,.,-21,-2%
O=C(Nc1ccccc1C(=O)OCC(=O)c1c[nH]c2ccccc12)c1ccco1,9%,-6%,6%,1%,15,-4%
CCc1cc(C(=O)Nc2cnn(Cc3ccccc3C)c2)no1,.,-2%,.,.,69,-3%
CCOc1ccc(N(CC)S(=O)(=O)c2ccc3c(c2)n(C)c(=O)c(=O)n3C)cc1,16%,-6%,-16%,1%,34,?
Cn1c(COc2cccc3cccnc23)nnc1SCC(=O)O,5%,13%,-10%,-3%,-1,-6%
O=C(NNc1ccccc1Br)C(O)(c1cccc(C(F)(F)F)c1)c1cccc(C(F)(F)F)c1,-9%[2.32 µM],5%,-20%,-9%,-99*,-9%
COc1ccccc1NS(=O)(=O)c1ccc(O)c(C(=O)OCc2cccc([N+](=O)[O-])c2)c1,-11%,-4%,-47%,5%,32,-5%
CCOc1ccccc1NC(=O)C(=O)NCC1CCCN1CC (stereo unspecified),4%,1%,-32%,-2%,12,3%
O=C(O)/C=C/C(=O)NNc1ncnc2ccccc12,71%[activator],-22%,-12%,-15%,0,1%
CCOc1ccc(NC(=O)c2cc(S(=O)(=O)N3CCOCC3)cs2)cc1,1%,-16%,0%,-9%,81,?
CC(=O)OC1c2ccccc2C(=O)N1Cc1ccccc1 (stereo unspecified),3%,-6%,-6%,1%,25,?
Cc1nn(CC(=O)N(C)C2(C#N)CCCCC2)c(C)c1[N+](=O)[O-],22%,-17%,-10%,.,-19,-1%
CCOC(=O)CN1CC23C=CC(O2)C(C(=O)NCc2ccc(F)cc2)C3C1=O (stereo unspecified),7%,4%,-2%,4%,61,-3%
Cc1ccc(-n2c(=O)c3c(cnn3C)n(CC(=O)Nc3cccc(C)c3)c2=O)cc1,.,0%,.,.,13,-2%
O=C(Cn1[nH]c(=O)c2ccccc2c1=O)Nc1cccc(S(=O)(=O)N2CCCCCC2)c1,-18%,-9%,?,-7%,-33,-4%
CCCCN(CC)C(=O)CCn1c(=O)c2cccn2c2cccnc21,.,1%,.,.,?,5%
COC(=O)COc1ccc(S(=O)(=O)NCCC2=CCCCC2)cc1C,4%,-7%,-1%,-5%,-21,1%
Cn1cccc1/C=C1/SC(=S)N(CC(=O)O)C1=O,6%,6%,-13%,26%,2,9%
CC(=O)Nc1ccc(NC(=O)CSc2nnc(C3CC3)n2C)cc1,-11%,2%,2%,3%,63,?
Cc1c(C#N)c(N)nc2c3c(sc12)NC(=O)CC3c1ccc(F)cc1 (stereo unspecified),-4%,-5%,-8%,-5%,-11,4%
O=C(/C=C/c1ccccc1[N+](=O)[O-])NCc1ccccc1Cl,10%,5%,-35%,-2%,-21,1%
O=C(O)c1cc2ccccc2n1-c1ccccc1,-10%,0%,-12%,1%,39,-14%
O=c1[nH]c(CSc2nnc(Nc3ccccc3)s2)nc2ccccc12,5%,-4%,-21%,3%,-33,1%
Cc1c(Cl)cccc1NC(=O)N1CCCC1,1%,0%,-9%,3%,-19,3%
COc1ccc(NC(=O)C(=O)NCCC2CCCCN2S(=O)(=O)c2ccccc2)cc1 (stereo unspecified),-15%,-8%,-15%,.,-4,0%
CC1CCCCC1NC(=O)CCn1c(=O)oc2ccccc21 (stereo unspecified),8%,-11%,5%,-3%,-28,-2%
COC(=O)CCC(=O)OC1(C)C(=O)C=C2C=C(C3CC3)N(CC(C)C)C=C2C1=O (stereo unspecified),.,-22%,25%,?,.,5%
O=C(NCc1ccncc1)c1nc(-c2cccs2)no1,-2%,0%,-14%,4%,12,-9%
CCn1c(C(C)NC(=O)c2ccc(OC)c(OC)c2)nc2ccccc21 (stereo unspecified),14%,0%,19%,1%,36,2%
CCn1ccc2cc(S(=O)(=O)N3CCC(C(=O)NCc4ccc(OC)cc4)CC3)ccc21,.,-9%,.,.,16,-3%
CCc1ccc(-c2cc(C)no2)cc1S(=O)(=O)N1CCN(c2ccc(OC)cc2)CC1,-21%,-1%,16%,.,-67*,2%
COc1ccc(CCNC(=O)c2ccc3c(Cl)c4c(nc3c2)CCCC4)c(OC)c1,.,-1%,.,.,-94*,22%
CN1CC(=O)N(CC(=O)Nc2ccc(F)cc2)c2ccccc2C1=O,-12%,0%,-1%,6%,-2,?
COc1ccc(Cn2cnc([N+](=O)[O-])c2)cc1[N+](=O)[O-],-9%,-1%,-16%,5%,11,-6%
O=C(c1cccs1)N1N=C(c2ccccc2)CC1c1ccc(O)cc1 (stereo unspecified),-4%,4%,-7%,3%,20,1%
Cc1ccc(CNc2ncnc3cc(Cl)ccc23)cc1,6%,1%,-28%,0%,?,4%
COc1cccc(N2CCN(CC(=O)NC(C)c3ccccc3)CC2)c1 (stereo unspecified),-7%,-9%,37%,2%,20,2%
COc1ccc(/C=C/C(=O)NCCCn2ccnc2)cc1,-8%[2.32 µM],-1%,-27%,-1%,118,-2%
CCOC(=O)C1=CN(Cc2cccc(I)c2)S(=O)(=O)N(C)C1C (stereo unspecified),20%,.,-39%,.,-8,.
CS(=O)(=O)N(CC(=O)NCc1ccc2c(c1)OCO2)Cc1ccccc1,-2%,2%,4%,2%,-7,1%
COc1ccc(Cn2c(=O)c3ccccc3n3c(-c4ccc(C)cc4)nnc23)cc1,.,0%,.,.,12,22%
O=C(O)COc1ccccc1/C=C1\SC(=O)N(Cc2ccc(F)cc2)C1=O,12%,.,-17%,15%,-25,5%
COCCNC(=S)NC(=O)c1ccc(C(C)(C)C)cc1,27%,40µM*,-12%,-13%,-35,-1%
S=c1[nH]nc(CSCc2ccccc2Cl)n1C1CCCCC1,24%,11%,-8%,6%,?,-8%
COc1ccc(-n2c(/C=C/c3ccc(O)c(O)c3)nc3ccccc3c2=O)cc1,6%,-32%,-47%,-28%,?,-6%
O=C(CN(Cc1ccco1)S(=O)(=O)c1ccccc1)N/N=C/c1ccccc1C(=O)O,-1%,11%,-16%,-2%,7,6%
COc1cccc(CNc2nc3ccc(C)cc3n3cnnc23)c1,10%,5%,-17%,1%,?,5%
COc1ccc(N2CCN(C(=O)Cn3ncc4c3-c3cc(C)ccc3OC4)CC2)cc1,.,3%,.,.,-3,10%
COc1cccc(Cn2c(SCC(=O)N(C)c3ccccc3)nc3ccccc32)c1,.,2%,.,.,-60*,3%
Cc1ccc(S(=O)(=O)N2CCCC2C(=O)OCC(=O)Nc2ccc3c(c2)OCO3)cc1 (stereo unspecified),-3%,0%,0%,-4%,13,-10%
CCCCn1c(COc2cccc(OC)c2)nc2ccccc21,.,-2%,.,.,0,13%
O=c1c2ccccc2nc(-c2cccs2)n1-c1cnccn1,1%,0%,-15%,4%,-33,?
O=C(Nc1nc2ccc(Cl)cc2s1)c1cccc(N2C(=O)CCC2=O)c1,-9%,-1%,-11%,.,85,-4%
COc1ccc(-c2cc(CNC(=O)CN(C)Cc3ccccc3)on2)cc1,1%,4%,51%,-28%,-15,-1%

# Fetched by structure from the list above, 7 records:
SMILES,AMA1-RON2 inh,Sm TGR block,AmpC inh no detg,Giardia FBPA inh,HCMV inh,AmpC inh detg
CCOC(=O)C1=CN(Cc2cccc(I)c2)S(=O)(=O)N(C)C1C (stereo unspecified),20%,.,-39%,.,-8,.
O=C(CN(Cc1ccco1)S(=O)(=O)c1ccccc1)N/N=C/c1ccccc1C(=O)O,-1%,11%,-16%,-2%,7,6%
COc1cccc(Cn2c(SCC(=O)N(C)c3ccccc3)nc3ccccc32)c1,.,2%,.,.,-60*,3%
CS(=O)(=O)N(CC(=O)NCc1ccc2c(c1)OCO2)Cc1ccccc1,-2%,2%,4%,2%,-7,1%
Cc1ccc(S(=O)(=O)N2CCCC2C(=O)OCC(=O)Nc2ccc3c(c2)OCO3)cc1 (stereo unspecified),-3%,0%,0%,-4%,13,-10%
COc1ccc(/C=C/C(=O)NCCCn2ccnc2)cc1,-8%[2.32 µM],-1%,-27%,-1%,118,-2%
COc1ccc(-n2c(/C=C/c3ccc(O)c(O)c3)nc3ccccc3c2=O)cc1,6%,-32%,-47%,-28%,?,-6%

# (next part)
SMILES,AMA1-RON2 inh,Sm TGR block,AmpC inh no detg,Giardia FBPA inh,HCMV inh,AmpC inh detg
O=[N+]([O-])c1ccc(CN2CCCCCC2)s1,-5%,?,-47%,?,-33,2%
O=C(Cn1nc(Cc2cccnc2)c2ccccc2c1=O)Nc1cccc(C(F)(F)F)c1,.,-2%,.,.,?,0%
CC(C)(C)OC(=O)N1CC2Cc3[nH]c(=O)ccc3C(C2)C1 (stereo unspecified),10%,6%,-1%,-1%,49,0%
Cc1ccc(S(=O)(=O)N2CCCCC2)cc1NC(=O)c1cc(=O)[nH]c2ccccc12,-4%,-22%,-10%,.,10,3%
CC1C(=O)NN=C1C(=O)N/N=C/c1ccco1 (stereo unspecified),16%,0%,-13%,-23%,3,-9%
Cc1ccccc1CC(=O)NCCN1CCCCC1,-9%,-3%,3%,10%,-12,-1%
O=S(=O)(Nc1ccc(F)cc1)c1cccc2nsnc12,1%,0%,-7%,-6%,25,2%
COc1ccc(C(=O)c2c3ccc([N+](=O)[O-])cc3[n+]([O-])n2CCCC(N)=O)cc1,14%,?,13%,.,-11,-10%
CC(=O)c1ccc(CCCC(=O)O)cc1,4%,-7%,-22%,4%,-2,?
COc1ccc(-c2cc(C(F)(F)F)c3c(=O)n(-c4ccccc4)[nH]c3n2)cc1,10%,7%,-34%,7%,.,-5%
Cc1cccc(C)c1Nc1nnc(SCc2nc3ccccc3c(=O)[nH]2)s1,20%,-8%,-37%,2%,-39,-8%
CCCn1c(N)c(C(=O)CSc2nnc(C3CC3)n2-c2ccccc2)c(=O)[nH]c1=O,1%,0%,-36%,.,-28,-15%
Cc1ccc(S(=O)(=O)N2CCN(C(=O)C3CSC4(C)CCC(=O)N34)CC2)cc1C (stereo unspecified),-16%,-11%,21%,.,?,-8%

# Compound activity as filed in PubChem BioAssay.
